UGM FP inh – blocks M. tuberculosis UGM enzyme. purified UGM, fluorescence polarization probe displacement. inhibition, % at 10 µM. 0.06% of 320,000 active; in the data active = inhibition above about 10%, passing the limit was not always enough
Target sequence (P9WIQ1 whole entry, looked up): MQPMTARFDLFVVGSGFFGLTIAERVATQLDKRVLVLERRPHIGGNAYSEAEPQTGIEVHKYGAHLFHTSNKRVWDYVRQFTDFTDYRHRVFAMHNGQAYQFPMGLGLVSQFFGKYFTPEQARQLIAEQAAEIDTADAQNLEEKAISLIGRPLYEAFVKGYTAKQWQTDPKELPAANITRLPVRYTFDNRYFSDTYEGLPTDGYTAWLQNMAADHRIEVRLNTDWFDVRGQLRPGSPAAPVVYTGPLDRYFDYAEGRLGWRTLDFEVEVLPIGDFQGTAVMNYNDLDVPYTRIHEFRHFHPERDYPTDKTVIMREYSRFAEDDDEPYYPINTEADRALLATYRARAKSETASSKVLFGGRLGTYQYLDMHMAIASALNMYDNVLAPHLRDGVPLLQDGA
GDH-TPI counter – GDH-TPI coupled enzyme inhibition counter-screen; GDH-TPI coupled enzyme counterscreen, NADH absorbance; inhibition, % at 4.8 µM; 1.2% of 360,000 active; AID 588335; in the data active = inhibition above about 30%;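 note: 0% = DMSO wells and 100% = wells lacking the enzyme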
TcdB inh – inhibitors of Clostridioides difficile toxin B glycohydrolase. P18177. TcdB glycohydrolase enzymatic assay, plate reader. inhibition, % at 9.99 µM. 0.24% of 350,000 active. AID 652162; in the data active = inhibition above about 10%
BH1578 lux ind – quorum light induction in luxS cqsA deficient V. cholerae; V. cholerae BH1578 lux reporter, luminescence, 6 h; activation, % at 18.7 µM; 0.16% of 350,000 active; AID 588436; in the data active = activation mostly above about 9.7%, no sharp cut-off; note: not every result past the cut was called active; inactives centre near 0; reference of the scale not given here
Mtb FBA inh – inhibitors of M. tuberculosis fructose-bisphosphate aldolase. P9WQA3. purified M. tuberculosis FBA, fluorescence read-out. inhibition, % at 1 µM. 2.3% of 360,000 active; in the data active = inhibition above about 27%;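 note: 0% = vehicle and 100% = reference inhibitor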
Target sequence (P9WQA3 whole entry, looked up): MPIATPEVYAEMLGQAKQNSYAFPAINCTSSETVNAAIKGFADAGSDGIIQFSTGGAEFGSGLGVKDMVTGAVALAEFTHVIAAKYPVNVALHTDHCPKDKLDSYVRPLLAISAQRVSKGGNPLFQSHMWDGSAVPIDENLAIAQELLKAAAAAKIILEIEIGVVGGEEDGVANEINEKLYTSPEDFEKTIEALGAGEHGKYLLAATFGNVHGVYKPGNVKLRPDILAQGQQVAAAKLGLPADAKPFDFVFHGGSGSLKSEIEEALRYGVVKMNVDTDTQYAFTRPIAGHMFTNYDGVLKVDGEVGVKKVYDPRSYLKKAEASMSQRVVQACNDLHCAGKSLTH
Yp Topo-I inh – inhibitors of Yersinia pestis topoisomerase I. Y. pestis Topo-I cleavage product accumulation, plate reader. activity, % at 10 µM. 0.064% of 360,000 active; in the data active = activity above about 50%, passing the limit was not always enough; note: inactives centre near 2
FadD28 binding – blocks FadD28 binding to the bisubstrate probe; fluorescence polarization; AID 588549; 0.22% of 360,000 active; inhibition, % at 12.5 µM; in the data active = inhibition above about 8.5%, passing the limit was not always enough
BioA inh – blocks M. tuberculosis BioA enzyme activity; purified M. tuberculosis BioA enzyme, plate reader; inhibition, % at 9.99 µM; 0.096% of 360,000 active; AID 602481; in the data active = inhibition above about 40%
PfHsp40 yeast – compounds rescuing yeast from Plasmodium falciparum HSP40 toxicity; AID 504582; 0.68% of 340,000 active; growth rescue, % at 12.5 µM; S. cerevisiae expressing PfHsp40, growth rescue, ATP luminescence; in the data active = growth rescue above about 28%, passing the limit was not always enough;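 note: yeast W303a lacking pdr1 and pdr3 grown in galactose medium; growth measured after three days at 30 °C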
Active calls of the source: *; i = inactive; . = no result given; + = active, no number; & = joins results of further samples.

SMILES	UGM FP inh	GDH-TPI counter	TcdB inh	BH1578 lux ind	Mtb FBA inh	Yp Topo-I inh	FadD28 binding	BioA inh	PfHsp40 yeast
Cc1ccc(S(=O)(=O)N2CCN(C(=O)N3CCOCC3)CC2)c(C)c1	-0.9	-8.6	1.0	2.9	5.9	-1.1	-0.2	0.6	-1.3
O=c1[nH]c(C2CCCCC2)nc2ccccc12	2.4	4.2	.	i	0.0	-1.3	-3.8	.	0.2
COc1cc(OC)cc(C(=O)N2CCN(S(=O)(=O)c3ccc(Cl)s3)CC2)c1	-5.9	10.9	-0.6	3.2	1.1	33.9	-2.3	1.5	0.1
CCc1nc2sccc2c(=O)n1N	2.6	1.9	1.1	-0.6	-0.7	0.5	1.6	.	-0.3
CCOC(=O)CCN(Cc1ccccc1)S(=O)(=O)c1csc(C(N)=O)c1	0.3	0.5	0.1	1.0	0.2	-2.7	-3.3	2.1	-1.0
N#CC1CC(c2ccccc2)=NN1c1ccccc1[N+](=O)[O-] (configuration not stated)	-0.1	6.6	0.5	-0.1	-3.8	11.1	-1.6	.	2.3
Cc1ccc(C)c(C(=O)CN2C(=O)NC3(CCCCCCC3)C2=O)c1	-0.4	-4.9	0.0	-1.5	-4.8	4.1	-0.7	-0.1	-0.8
CC12CCC3C(CCC4CC(O)CCC43C)C1CC(=O)C2 (configuration not stated)	.	6.7	0.1	-0.4	4.5	-13.4	-2.7	0.5	.
CCC12CN(C(=O)c3ccco3)CC(CC)(CN(C(=O)c3ccco3)C1)C2=O	-2.6	4.6	0.8	-5.0	5.5	5.0	-2.2	-1.7	17.4
O=C(C1CC1)N1c2ccccc2Sc2ccccc21	0.9	0.0	1.3	i	-0.8	4.5	-2.8	-0.1	0.7
COc1ccc(C(=O)N2c3ccccc3CC2C)cc1OC (configuration not stated)	1.7	1.5	.	-1.4	-3.6	-1.1	1.4	1.3	16.9
O=C(Oc1nsnc1N1CCOCC1)N1CCOCC1	0.9	-3.3	-5.3	i	-0.9	-0.3	-2.6	-0.9	4.3
Cc1cc(C(=O)NCC(=O)OC(C(=O)Nc2cc(C(F)(F)F)ccc2Cl)c2ccccc2)ccc1[N+](=O)[O-] (configuration not stated)	1.9	9.7	.	-1.4	1.0	4.4	-0.3	-0.8	0.8
Cc1cc(C(F)(F)F)n(-c2nc(C(=O)NNS(=O)(=O)c3ccccc3[N+](=O)[O-])cs2)n1	0.6	14.8	-3.8	-0.3	-2.4	9.6	-0.9	.	-0.4
NC(=O)NC(c1ccccc1)c1cccc2ccccc12 (configuration not stated)	-0.8	0.0	0.7	-0.6	-0.1	-6.5	-3.4	0.4	-0.7

Some values from the entries so far:
NC(=O)NC(c1ccccc1)c1cccc2ccccc12 (configuration not stated) – TcdB inh = 0.7
CCC12CN(C(=O)c3ccco3)CC(CC)(CN(C(=O)c3ccco3)C1)C2=O – TcdB inh = 0.8
O=C(Oc1nsnc1N1CCOCC1)N1CCOCC1 – Yp Topo-I inh = -0.3
CCc1nc2sccc2c(=O)n1N – TcdB inh = 1.1

Continuation.
SMILES	UGM FP inh	GDH-TPI counter	TcdB inh	BH1578 lux ind	Mtb FBA inh	Yp Topo-I inh	FadD28 binding	BioA inh	PfHsp40 yeast
COc1ccc(CCNC(=S)Nc2cccc(C)c2)cc1	0.9	-4.0	.	0.1	-1.2	-7.3	-3.0	6.5	-0.9
Cc1nc(-c2ccccc2)nc(-c2ccccc2)n1	4.0	2.6	-3.0	-0.5	1.5	3.9	1.7	0.2	-0.7
CCOC(=O)c1ccc(S(=O)(=O)N(CCO)Cc2cc3cc(OC)c(OC)cc3[nH]c2=O)cc1	-0.5	20.5	1.2	i	0.0	4.2	0.5	.	0.7
O=C1NC(c2ccccc2)=C(c2ccc3ccccc3n2)C(c2ccncc2)N1 (configuration not stated)	2.0	16.7	.	-1.5	-0.8	9.8	-1.3	1.0	-0.4
CC(=O)Nc1nc2cc3c(cc2s1)OCO3	-4.8	8.0	-0.8	-0.2	-3.6	5.9	-1.6	-1.0	0.5
Cc1ccc(Oc2ncc(CN3CCOCC3)s2)cc1	1.0	-5.5	.	-0.7	38.4*	-10.0	-3.2	1.8	-0.3
Cc1c(CN2CCC(C(=O)Nc3cccc(-c4cccc(Cl)c4)c3)CC2)cnn1C	-0.5	-1.7	-0.8	-2.5	-1.0	-18.0	-20.7	1.7	-0.8
O=C(C[N+]1(CC#Cc2ccccc2)CCCCC1)c1ccc(Cl)cc1	-0.7	10.3	1.6	-0.1	0.4	-6.8	0.3	.	1.6
CCCCCC(=O)NNC1CC(=O)N(c2ccccc2)C1=O (configuration not stated)	-0.8	-5.4	0.6	-0.4	1.8	-10.2	-1.3	-0.4	.
CO/N=C\C(=N\Nc1ccc(OC)cc1)C(=O)c1ccccc1	1.7	-2.5	.	-0.1	0.8	22.8	-1.0	0.1	1.1
CCn1c(-c2cc(OC)ccc2OC)csc1=Nc1c(C)n(C)n(-c2ccccc2)c1=O	-4.1	-14.3	.	-1.4	-1.4	19.3	-3.0	4.3	-0.8
CCOC(=O)CCNC(C)C1COc2ccccc2O1 (configuration not stated)	-1.2	3.8	.	0.7	-2.0	-1.3	1.5	-0.8	1.2
CN(C(=O)CSc1nnc(-c2cccnc2)n1-c1ccccc1F)C1CCS(=O)(=O)C1 (configuration not stated)	0.4	9.8	1.7	-0.2	2.2	1.4	-0.8	.	0.8
Cc1ccc2ncnc(Nc3cccc([N+](=O)[O-])c3)c2c1	0.7	8.6	4.7	-1.9	-1.0	-11.7	-0.8	1.8	0.7
COc1ccccc1NC(=S)N1CCC(c2nc3cc(C)c(C)cc3[nH]2)CC1	1.7	6.4	1.9	-0.4	0.6	0.4	-1.0	-1.2	0.7

Results in PfHsp40 yeast, for some of the entries so far:
Structure	PfHsp40 yeast
NC(=O)NC(c1ccccc1)c1cccc2ccccc12 (configuration not stated)	-0.7
COc1ccc(CCNC(=S)Nc2cccc(C)c2)cc1	-0.9

Remaining list, next part:
SMILES	UGM FP inh	GDH-TPI counter	TcdB inh	BH1578 lux ind	Mtb FBA inh	Yp Topo-I inh	FadD28 binding	BioA inh	PfHsp40 yeast
CCOC(=O)C1=CCN(S(=O)(=O)c2ccc(Br)cc2)C1c1ccccc1 (configuration not stated)	.	.	2.0	.	2.2	.	-1.4	-2.6	.
C=CCCCCc1nc2ccccc2c(=O)n1N	-2.3	-6.9	.	-2.7	3.5	-9.6	-3.6	.	0.0
CCOCCCNC(=O)CNC(=S)N(Cc1ccccc1F)C1CCCCC1	1.4	-10.7	.	-0.2	0.9	24.5	-0.8	1.5	-0.7
CC1CCN(C(=O)c2ccc(CSc3nc4ccncc4n3Cc3ccc(F)cc3)cc2)CC1	-0.7	-0.5	1.4	-0.2	0.7	13.7	-6.2	0.3	1.2
CCOC(=O)c1c(-c2ccccc2)c2cc(OC)ccc2n1CCCN(C)C	0.1	5.7	4.8	i	17.3	-2.4	-5.5	2.8	-0.3
O=C(Nc1ccccc1F)c1ccc2c(c1)CCN2S(=O)(=O)c1ccccc1	0.3	-1.9	1.8	-0.6	-2.1	27.5	-6.5	0.1	7.5
CC(C)=CCn1c2ccc(NC(=O)Nc3cccnc3)cc2c(=O)n1C	.	0.9	-0.8	i	141.4*	-0.9	5.6	22.0	.
COCCCNc1ccn2nc(-c3ccccc3)cc2n1	.	6.7	1.6	4.0	20.6	4.4	-1.4	-0.6	.
COCCNC(=O)c1onc(CSc2cccc(Cl)c2)c1C(=O)O	-0.1	4.9	0.8	1.2	-2.1	2.9	-0.6	-0.4	-1.7
CCOC(=O)c1c(C)n(C)c2ccc(OC(=O)c3ccc(N4C(=O)CCC4=O)cc3)cc12	2.3	-4.9	1.2	-0.2	-0.3	-5.5	-0.1	-320.6	-0.9
CN1CC[C@@]2(C)c3cc(O)ccc3N(C)C2O1 (some centres not stated)	-2.1	-5.8	.	i	-1.5	-4.4	-0.7	0.3	-2.7
COc1ccc(C2CC(C(F)(F)F)n3nc(C(=O)N(C)Cc4cn(C)nc4C)c(Cl)c3N2)cc1 (configuration not stated)	-1.9	-5.4	.	+	2.8	29.4	-1.5	0.9	-0.5
COc1ccc(OC)c(NC(=O)Cc2c(C(=O)O)n(C)c3ccccc23)c1	-2.7	-2.1	-0.3	i	0.8	9.5	-0.2	-1.0	-1.1
Cc1cc(/C=C2\SC(=O)N(C)C2=O)c(C)n1-c1cccc(C(=O)O)c1	-4.9	9.2	0.6	0.6	2.1	-1.0	5.2	1.8	0.5
Cc1ccn2c(NC(=O)C(C)(C)Oc3ccc(Cl)cc3)c(-c3cccs3)nc2c1	0.2	4.7	.	0.8	4.6	2.5	0.8	-0.4	7.7
CC(C)CCNC(=O)C1CC(c2ccccc2C(F)(F)F)=NO1 (configuration not stated)	3.4	-3.4	-7.8	-1.0	1.2	-2.4	-3.6	1.8	0.1
CCC(C)NC(=O)Cn1cnc2sc(C)c(S(=O)(=O)N3CCN(c4ccccc4OC)CC3)c2c1=O (configuration not stated)	-0.2	0.7	1.9	-0.3	2.2	2.1	-4.1	-0.5	-1.6
C/C(=N/NS(=O)(=O)c1ccc(Br)cc1)c1c[nH]c2ccccc12	-0.9	7.5	0.3	i	0.4	-3.6	0.8	-0.5	2.9
CCOc1ccc(S(=O)(=O)N2CC(=O)Nc3ccccc32)cc1C#N	-0.7	7.8	0.5	-7.7	-0.6	5.7	-1.4	0.0	-0.1
Cc1ccc(Nc2nc(Cl)nc(NC3CCCCC3)n2)cc1	1.9	-5.6	0.2	i	4.0	-5.2	-0.3	-3.5	-0.3
COc1ccc(/C=C/C(=O)O)cc1S(=O)(=O)N1CCCC1	0.5	7.6	-0.5	-0.9	-0.3	-0.5	-0.1	-0.9	0.5
Cn1c(C=O)c(C#Cc2ccccc2)c2ccccc21	-0.8	-2.8	2.5	i	17.5	13.1	-2.7	0.1	-0.4
CC(=O)Nc1ccc(S(=O)(=O)NCCC(=O)NC(C)c2cccs2)cc1 (configuration not stated)	-0.7	4.2	1.5	i	-0.5	-3.2	-1.1	.	-0.2
Cc1cc2oc(=O)cc(COC(=O)Cn3cnnn3)c2cc1C(C)C	-5.6	3.0	.	-0.3	6.5	-2.4	0.2	-2.0	0.3
C[C@H]1CN([C@@H](C)CO)C(=O)CCCn2cc(nn2)CO[C@@H]1CN(C)C(=O)Cc1ccccc1	.	-5.2	0.5&-2.6	i	1.6	5.0	-0.4	0.4&-2.5	.
Cc1ccc(COCCN2CCN(S(=O)(=O)c3ccccc3)CCC2=O)cc1	1.1	9.6	1.7	-0.7	6.9	7.7	0.0	-3.5	-0.5
Cc1ccccc1NCC(=O)N/N=C\c1ccc2c(c1)OCO2	0.2	15.0	0.7	i	-2.9	-7.0	-2.8	.	-0.1
CN(CC(=O)Nc1cccc(F)c1)C(=O)c1cccc2ccccc12	0.0	1.0	-0.3	1.2	-2.2	2.6	-1.6	1.3	-0.9
CN1CCC(=NOc2ccc([N+](=O)[O-])cc2)CC1	0.2	7.3	1.9	1.7	6.2	3.0	0.1	.	-1.9
Cc1ccc(NC(=S)N2C3CCCC2CC(NC(=O)C2CC2)C3)cc1C (configuration not stated)	6.8	1.9	-9.5	-0.2	0.1	-7.0	.	-6.1	-1.0
COc1ccc(CCNCc2csc3nc4ccccc4n23)cc1OC	0.2	1.1	.	i	0.3	3.0	-1.9	1.0	0.7
Cc1cc(C)c(C#N)c(SCS(=O)Cc2ccc(Cl)cc2)n1 (configuration not stated)	1.3	-0.8	0.7	i	-4.2	15.0	-6.5	16.2	1.4
O=S(=O)(NC1CCN(S(=O)(=O)c2c(F)cccc2F)C1)c1ccc2c(c1)OCCO2 (configuration not stated)	0.8	6.2	2.0	-1.0	-3.1	-4.3	-1.3	0.3	0.1
Cc1ccc(CNC(=O)Cn2c([N+](=O)[O-])cnc2C)cc1	0.2	2.5	0.6	1.6	2.5	-9.9	-2.1	-1.0	-1.2
c1n[nH]c(NCc2ccc3c(c2)OCO3)n1	0.2	1.0	.	.	5.5	4.8	-0.7	3.4	-1.1
CNC(=S)N1N=C(c2ccc(C)cc2)CC1c1ccc(OC)c(OC)c1 (configuration not stated)	-1.2	17.0	.	-3.1	5.9	6.4	-0.7	2.9	-2.0
O=C(N/N=C/c1ccc(OC(=O)c2ccco2)cc1)c1ccncc1	1.6	7.7	0.3	0.5	-2.0	-1.0	-3.2	-2.4	-1.6
CC1(C)Nc2ccccc2N(CCC(=O)N2CCOCC2)C1=O	1.3	-1.4	.	-0.5	7.7	-4.9	-1.0	0.2	-1.4
CCOC(=O)C1CCCN(Cc2ccc(OC)cc2OC)C1 (configuration not stated)	-1.0	1.6	.	.	2.1	8.1	0.1	-0.6	0.6

Screens as filed in PubChem.
